OX1R antag-1: OX1R (HCRTR1) antagonists, primary screen, fluorescence, CHO/OX1R cells, Fluo-8 calcium, orexin A; Orexin/Hypocretin receptor type 1 (Homo sapiens), O43613; Fluo-8 calcium fluorescence; inhibition, % at 5 µM; hit rate 0.43% among 330,000; AID 434989, 2010;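 active means inhibition above its plate's threshold, mean inhibition of all tested compounds on the plate plus 3 SD, cut at about 37% in these data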;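 further: 0% = orexin A challenge wells and 100% = SB-334867-A antagonist wells; not every result past the cut was called active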
Target sequence (O43613 whole entry, looked up): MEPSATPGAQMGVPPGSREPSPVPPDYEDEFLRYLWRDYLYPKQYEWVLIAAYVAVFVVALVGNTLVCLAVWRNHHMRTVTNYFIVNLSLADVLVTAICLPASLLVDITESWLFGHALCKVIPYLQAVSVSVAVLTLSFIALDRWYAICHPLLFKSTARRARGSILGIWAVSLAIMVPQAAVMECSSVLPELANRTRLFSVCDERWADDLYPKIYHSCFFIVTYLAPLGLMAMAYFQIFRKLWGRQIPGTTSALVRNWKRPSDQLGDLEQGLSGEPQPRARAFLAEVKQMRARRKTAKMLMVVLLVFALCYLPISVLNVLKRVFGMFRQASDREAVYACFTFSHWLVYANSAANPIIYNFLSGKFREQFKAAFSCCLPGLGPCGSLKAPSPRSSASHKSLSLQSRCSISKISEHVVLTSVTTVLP
OX1R antag-2: antagonists of human orexin 1 receptor (OX1R) | Orexin/Hypocretin receptor type 1 (Homo sapiens), O43613 | OX1R-expressing cells, FRET antagonist read-out | inhibition, % at 6.6 µM | hit rate 1.8% among 330,000 | AID 485270, 2010; in the data active means inhibition mostly above about 38%, no sharp cut-off; inactive means mostly below about 40%;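 further: 0% = agonist challenge alone and 100% = reference antagonist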
Active calls of the source: *.

Every second line gives: OX1R antag-1	OX1R antag-2
1: Cc1cccc(NC(=O)Cn2c(=O)n(CCc3c[nH]c4ccccc34)c(=O)c3cccnc32)c1
→ -8	14
2: CCOc1cc(CN2CCN(Cc3ccc(C)o3)C(CCO)C2)ccc1OC (configuration not stated)
→ -24	1
3: CCOc1ccc2nc(NC(=O)C(CC)Sc3nc(C)cc(=O)[nH]3)sc2c1 (configuration not stated)
→ -2	27
4: Cc1ccc(CSCC(=O)Nc2ccc3c(c2)OCO3)cc1
→ -3	19
5: CCN(CC)CCCNC(=O)CSc1nc(C)cc(C)n1
→ -16	12
6: Cc1csc(NC(=O)CSc2nc(C(C)C)nc3ccccc23)n1
→ -8	28
7: O=C(Cn1nnc(-c2ccccc2NC(=O)c2ccco2)n1)Nc1ccccc1
→ -23	4
8: Cc1cccc(NC(=O)CN2CCN(C(=O)c3cccc(-n4cnnn4)c3)CC2)c1C
→ -13	9
9: Cc1c(N2C(=O)CSC2c2ccc(F)cc2)c(=O)n(-c2ccccc2)n1C (configuration not stated)
→ -17	9
10: O=C(NCCCN1CCCC1=O)c1ccc(CNS(=O)(=O)c2ccc(F)cc2)cc1
→ -24	6
11: CCO[C@@H]1OC(C(=O)NC2CC2)=C[C@H](c2ccc3c(c2)OCO3)[C@H]1CCCO
→ -13	8
12: CCOc1ccc(N(CC(=O)NC2CCCCC2)S(=O)(=O)c2ccccc2)cc1
→ -34	15
13: N#CC1(c2ccc(NC(=O)c3ccccc3)cc2)CCCC1
→ -26	31
14: O=C(CCS(=O)(=O)c1ccccc1)Nc1ncc([N+](=O)[O-])s1
→ -16	58
15: COc1ccc(OC)c(/C=N/NC(=O)Cc2nc3ccccc3[nH]2)c1
→ 4	26

Overlap with the part before: two compounds, then new ones.
Every second line gives: OX1R antag-1	OX1R antag-2
14: O=C(CCS(=O)(=O)c1ccccc1)Nc1ncc([N+](=O)[O-])s1
→ -16	58
15: COc1ccc(OC)c(/C=N/NC(=O)Cc2nc3ccccc3[nH]2)c1
→ 4	26
16: COc1ccc([N+](=O)[O-])c(S(=O)(=O)c2ccccc2)n1
→ 30	19
17: Cc1ncsc1CCSc1nc2ccccc2c(=O)n1C
→ 22	25
18: COc1cc2c(-c3ccccc3O)nc3c(c(C)nn3-c3ccccc3)c2cc1OC
→ -24	21
19: CCC/C=C(\CCC)C(NS(=O)(=O)c1cccc2cccnc12)c1ccc(C(=O)OC)cc1 (configuration not stated)
→ -24	5
20: O=C(O)c1cccc(N/N=C/c2cc(Br)cc(Br)c2O)c1
→ -12	-16
21: CCC(C)N(C(=O)COC(=O)C1CCN(S(=O)(=O)c2ccc(C)c(C)c2)CC1)C1CCS(=O)(=O)C1 (configuration not stated)
→ -31	10
22: CCN(C(=O)c1cc(S(=O)(=O)N2CCOCC2)cn1C)c1cccc(C)c1
→ -21	11
23: CCOC(=O)CSc1nc2sccc2c(=O)[nH]1
→ -1	21
24: CC(C)C1C(c2ccccc2)N(C)C(c2ccccc2)CC1(O)c1ccccc1 (configuration not stated)
→ -24	24
25: CSc1ncccc1C(=O)OCC(=O)Nc1ccc2c(c1)OCO2
→ -8	14
26: CC(=O)c1ccc(N2CCN(C(=O)Nc3ccc(Cl)cc3)CC2)cc1
→ 3	34
27: CCOc1ccc(C2OC(=O)Cc3cc(OC)c(OC)cc32)cc1 (configuration not stated)
→ -1	19
28: CN(C)C(=O)CSc1nnc(CCCCCNC(=O)OC(C)(C)C)o1
→ -2	7
29: C/C(=C\C(=S)Nc1ccccc1)Nc1ccccc1
→ -14	0
30: CN1CCCN(C(=O)CNC(=O)Cc2ccccc2)CC1
→ -19	6

Pulled one by one from above, four records:
Every second line gives: OX1R antag-1	OX1R antag-2
23: CCOC(=O)CSc1nc2sccc2c(=O)[nH]1
→ -1	21
25: CSc1ncccc1C(=O)OCC(=O)Nc1ccc2c(c1)OCO2
→ -8	14
28: CN(C)C(=O)CSc1nnc(CCCCCNC(=O)OC(C)(C)C)o1
→ -2	7
30: CN1CCCN(C(=O)CNC(=O)Cc2ccccc2)CC1
→ -19	6

The results go on:
Every second line gives: OX1R antag-1	OX1R antag-2
31: NC(=O)CC[C@H](NC(=O)c1ccc(Cl)cc1)C(=O)NNC(=O)COc1cccc(Br)c1
→ -7	5
32: COc1ccc(Cl)cc1NC(=S)NCCc1ccc(S(N)(=O)=O)cc1
→ -8	3
33: Cc1noc(C)c1S(=O)(=O)NCC(=O)O
→ -7	12
34: CNC(=O)N(O)C1N(/N=C/c2ccccc2F)C(=S)SC1(C)C (configuration not stated)
→ -3	-9
35: COCCn1c(SCC(=O)Nc2cc(C)nn2-c2ccccc2)nnc1-c1ccncc1
→ 0	10
36: Cc1ccc2c(C)c(C(=O)N3CCN(Cc4ccccn4)CC3)oc2c1C
→ -18	31
37: COC(=O)Cn1nnc(-c2cccc(OC)c2)n1
→ -7	11
38: C=CCn1c(SCc2ccc(Cl)cc2)nc2cc(C(=O)N3CCC(C(N)=O)CC3)ccc2c1=O
→ -3	6
39: Cc1ccccc1CS(=O)(=O)CC1(O)CCN(C(=O)c2cccc(C(F)(F)F)c2)CC1
→ -7	7
40: O=C(NC(Cc1c[nH]c2ccccc12)C(=O)NCc1ccc(F)cc1)OCc1ccccc1 (configuration not stated)
→ -10	5
41: CN(C)C(=O)CCc1ccc2c3c([nH]c2c1)[C@]1(CCc2ccccc2)[C@@H](C(=O)N2CCCCC2)C[C@H](CC(=O)NCCC2=CCCCC2)C(=O)N1CC3
→ -8	10
42: O=C(c1cc(F)ccc1F)C1CCCN(Cc2cccn2-c2ccccn2)C1 (configuration not stated)
→ -34	20
43: CC(=O)Nc1ccc(S(=O)(=O)N/N=C/c2cccnc2)cc1
→ -17	6
44: CC(C)NC(=O)c1noc2cc([N+](=O)[O-])ccc12
→ -15	67*
45: CCOc1cc(C2NC(=O)CCC2[N+](=O)[O-])cc(Br)c1OC (configuration not stated)
→ -32	-3
46: O=C(COc1ccc(S(=O)(=O)Nc2ccccc2)cc1)N1CCOCC1
→ 0	5
47: O=C(CSc1n[nH]c(=O)n1-c1cccnc1)Nc1ccccc1Cl
→ -2	-5
48: COc1ccc(CCNC(=O)CSC2=Nc3ccccc3C3=NC(C(C)C)C(=O)N23)cc1OC (configuration not stated)
→ -6	18
49: Cc1c(/C=N/NC(=O)c2cc(C(C)(C)C)[nH]n2)c2ccccc2n1C
→ 3	21
50: CC(=O)c1ccc(NC(=S)N2CCN(CCO)CC2)cc1
→ -15	-7
51: O=c1c2ccccc2nc2c3ccccc3c(NCc3cccnc3)nn12
→ -16	56
52: Cn1ccc(C(=O)N/N=C/c2cccnc2)n1
→ -10	10
53: CC(=O)Nc1c(-c2ccccc2)nc2ccc(Cl)cn12
→ 9	3
54: CSc1ccc(S(=O)(=O)N2CCC(C(=O)Nc3ccc(NC(C)=O)cc3)CC2)cc1
→ 1	28
55: COc1ccc(N2C(=O)CSC23C(=O)N(CC(=O)NC2CCCC2)c2ccccc23)cc1 (configuration not stated)
→ -4	-2
56: COc1cccc(CN2CCN(S(=O)(=O)c3ccc(Br)cc3)CC2)c1
→ 0	4
57: N#CCC(=O)N/N=C/c1ccc(N2N=C(c3ccccc3)CC2c2ccccc2)cc1 (configuration not stated)
→ -16	11
58: CC(=O)c1c(C)nc(-c2ccc(Cl)cc2Cl)n1O
→ -9	6
59: Cc1cccc(N(C)c2cc(C)nc3nc(C)nn23)c1
→ -12	6
60: COc1ccc(C(=O)Nc2cc3c(cc2C#N)OCO3)cc1S(=O)(=O)NCc1ccco1
→ -7	26
61: COC(=O)NNC(=O)C12CC3CC(CC(C3)C1)C2
→ -7	24
62: Cc1cccc(NS(=O)(=O)c2cccc(C(=O)N3CCN(S(=O)(=O)c4ccccc4)CC3)c2)c1
→ -31	10
63: CC(C)CN(C(=O)COC(=O)C12CC3CC(CC(Cl)(C3)C1)C2)c1c(N)n(Cc2ccccc2)c(=O)[nH]c1=O
→ -24	12
64: COc1ccc2oc(C(=O)OCC(=O)NC3CCCC3)c(C)c2c1
→ -13	18
65: CN(Cc1cnn(C)c1)C(=O)C1CCC(=O)N(C2CCCCCC2)C1 (configuration not stated)
→ -5	23
66: COc1ccc(C(=S)N2CCOCC2)cc1OC(=O)c1ccccc1
→ -16	11
67: COc1ccc(S(=O)(=O)n2nc(-c3cc(OC)c(OC)c(OC)c3)cc2N)cc1OC
→ -37	16
68: O=C1CCCC(O)=C1Sc1cc(Cl)c(Cl)cc1Cl
→ -1	7
69: CCCc1[nH]n(-c2ccc([N+](=O)[O-])cc2)c(=O)c1C(C)=NCc1ccncc1
→ -14	12
70: NC(=S)N/N=C/c1ccc(-c2ccc(SC(F)F)cc2)o1
→ 12	11
71: O=C(O)CC(c1cccc(O)c1)N1Cc2ccccc2C1=O (configuration not stated)
→ 0	2
72: N#CC1=C(N)Oc2n[nH]c(-c3cccs3)c2C1c1ccncc1 (configuration not stated)
→ -1	6
73: S=c1[nH]nc(-c2ccc3ccccc3n2)n1-c1ccccc1Cl
→ -16	24
74: COc1ccc(CCC(=O)Nc2nnc(C(F)(F)F)s2)cc1
→ -16	45
75: Cc1cc(NC(=O)CSc2nccn2-c2cccc(F)c2)no1
→ -12	7

Individual results from the results shown:
entry 68 in OX1R antag-1 = -1
entry 62 in OX1R antag-2 = 10
entry 66 in OX1R antag-1 = -16
entry 70 in OX1R antag-2 = 11

Other records follow.
Every second line gives: OX1R antag-1	OX1R antag-2
76: Cc1ccc(N2NC(=O)/C(=C/c3ccc(-c4ccc(Cl)c(C(=O)O)c4)o3)C2=O)cc1C
→ -10	14
77: CC1C(=O)C(C)C(c2ccco2)NC1c1ccco1 (configuration not stated)
→ -8	5
78: Cc1ccc(NC(=O)c2cc([N+](=O)[O-])ccc2NCc2cccnc2)cc1
→ -11	23
79: Cc1c(C(=O)NCc2ccccn2)oc2ccc(S(=O)(=O)N3CCC4(CC3)OCCO4)cc12
→ -20	1
80: CN(C)c1ccccc1-c1csc(N2CCC(C(N)=O)CC2)n1
→ 15	4
81: CSc1ccc(C(=S)N2CCCC2)cc1
→ -3	2
82: CC(=O)Nc1ncc(Cc2ccc(Cl)cc2Cl)s1
→ -1	8
83: O=c1[nH]c(=O)n(Cc2ccco2)c2c1C(C(F)(F)F)(C(F)(F)F)N=C(Cc1ccccc1)N2
→ -8	7
84: Cc1cc(C)c(NC(=S)N(CCN(C)C)Cc2cccs2)c(C)c1
→ -19	13
85: CCC(C(=O)OCC(=O)c1ccc(OC)cc1OC)c1ccccc1 (configuration not stated)
→ -8	17
86: O=C(CN1C(=O)NC2(CCCCCCC2)C1=O)NCc1cccs1
→ -1	2
87: Cc1cccnc1NC(=O)C1CCC1
→ -7	7
88: COc1ccc(-n2ccnc2CN2CCCC(CO)(Cc3cccc(OC)c3)C2)cc1 (configuration not stated)
→ -33	41
89: Cc1cccn2c(=O)c(C=O)c(Cl)nc12
→ -7	37
90: COc1cccc(N2CCN(c3ccc([N+](=O)[O-])cn3)CC2)c1
→ -1	11

Continued; it opens with the four that closed the last part.
Every second line gives: OX1R antag-1	OX1R antag-2
87: Cc1cccnc1NC(=O)C1CCC1
→ -7	7
88: COc1ccc(-n2ccnc2CN2CCCC(CO)(Cc3cccc(OC)c3)C2)cc1 (configuration not stated)
→ -33	41
89: Cc1cccn2c(=O)c(C=O)c(Cl)nc12
→ -7	37
90: COc1cccc(N2CCN(c3ccc([N+](=O)[O-])cn3)CC2)c1
→ -1	11
91: O=C(CSc1nnc2ccccn12)NCc1ccco1
→ -15	8
92: Cc1cc(/C=N/NC(=O)C(O)(c2ccccc2)c2ccccc2)c(C)n1-c1ccc(C(=O)O)cc1
→ -3	12
93: COc1cc(C(=O)O/N=C2/C=C(C)C(=O)C=C2C)cc(OC)c1OC
→ 3	21
94: Cc1ccn2c(C(=O)CSc3ccc(Cl)cc3Cl)c(C)nc2c1
→ -10	11
95: O=C(Nc1ccc(Cl)cc1)Nc1cc(S(=O)(=O)N2CCOCC2)ccc1N1CCCC1
→ -21	23
96: COC(=O)CNC(=O)C1CCN(S(=O)(=O)c2cccc3nsnc23)CC1
→ 5	32
97: COc1cc(NC(=O)c2ccc(CNc3c(N4CCCC4)c(=O)c3=O)cc2)cc(OC)c1OC
→ -33	8
98: O=c1[nH]c(O)c(N=Nc2ccc(Cl)c(S(=O)(=O)Nc3ccccc3Cl)c2)c(=O)[nH]1
→ -17	20
99: COc1ccc(C(=O)COC(=O)CCCC(=O)NC2CCCCC2)cc1
→ -6	4
100: Cc1cc(C(=O)NCCCn2ccnc2)cs1
→ 6	9
101: Cc1ccc(-c2nc(C)sc2CC(=O)Nc2nnc(C)s2)cc1
→ -28	11
102: CCOC(=O)c1c(C)oc(C)c(C(=O)OCC)c1=O
→ 2	5
103: O=C(Nc1ccccc1Cl)O/N=C/c1ccncc1
→ 6	8
104: CCN(CC(=O)Nc1ccc2c(c1)OCCO2)C(=O)c1cccc(S(=O)(=O)N2CCOCC2)c1
→ -21	8
105: COC(=O)c1c(-c2ccc(N(C)C)cc2)sc2ccc(OC)cc12
→ 65*	30
106: CCCCCCCCN1N=N[C@H]2[C@H]1[C@@H]1C[C@H]2N(C(=O)OC(C)(C)C)O1
→ 1	4
107: Cc1nc2ccccc2nc1N1CCOCC1
→ -5	-4
108: CCCCOC(=O)c1ccc(NC(=O)C(=O)NCc2ccncc2)cc1
→ 1	9
109: OC(COCc1ccc2c(c1)OCO2)CN1CCN(Cc2ccccc2)CC1 (configuration not stated)
→ -7	13
110: COc1ccccc1CNC1CCN(Cc2ccccc2)CC1
→ -6	13
111: CCOc1ccc2[nH]c3c(NCCN(C)C)ncnc3c2c1
→ -9	16
112: COc1ccc(NC(=O)CCNC(=O)Cn2cnc3sc4c(c3c2=O)CCCC4)c(OC)c1
→ 6	65
